# ANO1 activ: TMEM16A chloride channel activators or potentiators, primary screen, cell-based, HTS; Anoctamin-1 (Mus musculus), Q8BHY3; HEK293 TMEM16A/YFP-H148Q/I152L, iodide quench fluorescence; active compounds read low; B-score at 10 µM; 0.3% of 340,000 active;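 active = fluorescence-ratio B-score plate-corrected deviation score at least 3 library SD below zero, with starting fluorescence score within 5 deviations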;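 note: channel opened by trigger with iodide after compound preincubation; score built on the fluorescence ratio of max minus min over baseline; more negative score means more quench and so TMEM16A activation or potentiation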
# MrgX1 ag: agonists of human MrgX1 receptor, primary screen, HEK293 cells, Fluo-4 calcium flux; Mas-related G-protein coupled receptor member X1 (Homo sapiens), Q96LB2; Fluo-4 calcium fluorescence, agonist mode; active compounds read high; B-score at 10 µM; 0.44% of 310,000 active; AID 588627, 2011;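 active = calcium response B-score plate-corrected fluorescence ratio at least 3 library SD, with starting fluorescence B-score inside 5 SD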
#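 Assay system: stable human MrgX1 HEK293 cell line. Quantity: 15,000 cells per well. Schedule: cells plated overnight, dye loaded 0.5 h 37 °C, 0.5 h room temperature. Detection: Fluo-4 NW calcium-flux fluorescence, kinetic read. Read-out basis: peak-minus-minimum fluorescence over baseline, converted to B scores. Control set: positive and negative control wells on each plate.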
# TRPC4 block: inhibitors of mouse TRPC4 channel, primary screen, Fluo4 calcium, HEK293 TRPC4beta/mu-opioid cells. 0.39% of 300,000 active. DAMGO-evoked Fluo4 calcium flux; active compounds read low. B-score at 10 µM. Short transient receptor potential channel 4 (Mus musculus), Q9QUQ5;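 active = B-score over 3 SD under the library average, no early fluorescence shift, positive overall ratio signal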
# Target sequence (Q9QUQ5 whole entry, looked up): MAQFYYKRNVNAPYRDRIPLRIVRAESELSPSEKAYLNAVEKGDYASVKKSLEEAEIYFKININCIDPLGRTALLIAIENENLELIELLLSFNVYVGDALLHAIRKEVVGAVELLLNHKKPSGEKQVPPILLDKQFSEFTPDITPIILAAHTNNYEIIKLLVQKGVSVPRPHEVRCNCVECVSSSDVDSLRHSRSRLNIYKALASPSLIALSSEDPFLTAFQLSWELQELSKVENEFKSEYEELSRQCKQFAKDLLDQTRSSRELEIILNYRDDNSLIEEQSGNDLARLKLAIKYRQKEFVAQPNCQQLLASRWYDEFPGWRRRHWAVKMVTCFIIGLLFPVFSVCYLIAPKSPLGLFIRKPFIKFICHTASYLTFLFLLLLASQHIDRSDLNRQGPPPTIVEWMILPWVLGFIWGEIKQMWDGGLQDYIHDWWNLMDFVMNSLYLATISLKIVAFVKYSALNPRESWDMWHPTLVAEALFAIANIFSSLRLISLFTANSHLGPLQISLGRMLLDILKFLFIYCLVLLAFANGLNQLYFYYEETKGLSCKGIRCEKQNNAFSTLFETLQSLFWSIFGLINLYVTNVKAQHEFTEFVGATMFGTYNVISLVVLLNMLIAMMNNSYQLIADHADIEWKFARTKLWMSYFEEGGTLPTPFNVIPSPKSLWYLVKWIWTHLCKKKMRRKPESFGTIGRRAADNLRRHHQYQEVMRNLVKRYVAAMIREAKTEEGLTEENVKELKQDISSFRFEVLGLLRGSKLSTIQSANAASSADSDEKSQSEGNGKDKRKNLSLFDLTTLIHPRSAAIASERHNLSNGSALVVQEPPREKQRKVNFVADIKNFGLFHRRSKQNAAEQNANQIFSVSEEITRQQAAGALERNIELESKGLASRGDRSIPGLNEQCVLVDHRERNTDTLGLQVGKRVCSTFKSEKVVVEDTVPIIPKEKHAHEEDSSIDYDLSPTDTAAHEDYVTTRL
#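 test system = HEK293 cells with stable TRPC4beta plus mu-opioid receptor expression | detection = Fluo4 Ca2+ flux fluorescence | read-out = integrated fluorescence ratio relative to baseline, converted to per-well B score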
# TMEM16A inh: TMEM16A chloride channel inhibitors, primary screen, cell-based, HTS. Anoctamin-1 (Mus musculus), Q8BHY3. 1.2% of 310,000 active. normalized B-score (activity score, 25-100; higher = stronger inhibition) at 10 µM. HEK293 TMEM16A/YFP iodide influx fluorescence, ionomycin;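 active = ratio plate-corrected score three or more library SD toward inhibition, starting fluorescence score within five deviations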;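 note: score derived from kinetic fluorescence span divided by baseline fluorescence per well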
# MrgX1 PAM: positive allosteric modulators of MrgX1, primary screen, HEK293 cells, Fluo-4 calcium flux. Mas-related G-protein coupled receptor member X1 (Homo sapiens), Q96LB2. FDSS; active compounds read high. B-score at 10 µM. 0.63% of 310,000 active. AID 588675, 2011;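 active = plate-corrected calcium response at least 3 library SD above typical, normal starting fluorescence, not activating the receptor alone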;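 note: compound read alongside a low EC10 to EC30 dose of BAM8-22 agonist; peak minus trough fluorescence over baseline measured at the second addition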
# TRPC4 potent: positive allosteric modulators of TRPC4, primary screen, cell-based, mouse TRPC4beta, HEK293 mu-opioid, Fluo-4 calcium; Short transient receptor potential channel 4 (Mus musculus), Q9QUQ5; DAMGO EC20, Fluo-4 Ca2+ flux; active compounds read high; B-score at 10 µM; 0.42% of 310,000 active;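 active = B-score of calcium response area above 5 SD of library B-scores, with initial fluorescence ratio within 5 SD of library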;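 note: B-score of integrated fluorescence ratio over time as area under calcium response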
# TRPC4 act: activators of mouse TRPC4 channel, primary screen, Fluo4 calcium, HEK293 TRPC4beta/mu-opioid cells; 0.49% of 310,000 active; Short transient receptor potential channel 4 (Mus musculus), Q9QUQ5; Fluo4 calcium fluorescence; active compounds read high; B-score at 10 µM; AID 2237, 2010;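 active = B-score above 5 SD of library B-scores, and initial fluorescence ratio not above library mean plus 5 SD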;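 note: positive B-score marks a calcium rise read as TRPC4 activation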
#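 System – HEK293 cells stably co-expressing mouse TRPC4beta and mu-opioid receptor · Signal – Fluo4 calcium-sensitive dye fluorescence, kinetic, 1 Hz baseline · Benchmarks – buffer (low) and maximal DAMGO (high) · Read-out – B score of integrated fluorescence ratio per well · Incubation – dye loading 45 min room temperature, 110 s kinetic read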
# MrgX1 antag: antagonists of human MrgX1 receptor, primary screen, HEK293 cells, Fluo-4 calcium flux; BAM8-22 antagonism; active compounds read low; Mas-related G-protein coupled receptor member X1 (Homo sapiens), Q96LB2; AID 588676, 2011; 1.3% of 310,000 active; B-score at 10 µM;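 active = calcium-response B-score plate-corrected more than 3 library SD below zero, starting fluorescence within 5 deviations, no agonist response on first addition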;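 note: peak minus trough fluorescence over baseline after final BAM8-22 challenge near maximal dose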
# SKKanGAS inh: S. pyogenes SKKanGAS growth inhibitors in kanamycin, primary screen, streptokinase expression inhibitor project, SKKanGAS strain, BacTiter-Glo luminescence. 1.3% of 300,000 active. AID 1662, 2009. 6 h. inhibition, % at 7.5 µM;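 active = mean replicate score, as percent of positive control median, at least 50; inconclusive = mean below 50 but one replicate at or above 50; inactive = mean and every replicate below 50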;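 note: strain carries kanamycin resistance gene driven by streptokinase promoter and grows in 40 µg/ml kanamycin; loss of luminescence reflects streptokinase promoter inhibition or plain growth inhibition; 0% = median of DMSO wells and 100% = positive control at its reference dose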
# TRPC6 inhibitor: mouse TRPC6 channel inhibitors, primary screen, cell-based, HEK293, membrane potential dye; Short transient receptor potential channel 6 (Mus musculus), Q61143; ACh-evoked depolarization; active compounds read low; B-score at 10 µM; 1.1% of 310,000 active; AID 2553, 2010;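 active = B-score under library mean minus 3 SD, initial fluorescence not abnormally high, positive integrated signal ratio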;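 note: B-score derived from integrated fluorescence ratio over the kinetic read; more negative B-score means stronger inhibition of depolarization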
# TRPC6 activator: mouse TRPC6 channel activators, primary screen, cell-based, HEK293, membrane potential dye | AID 2550, 2010 | HEK293-TRPC6 membrane potential dye fluorescence; active compounds read high | 0.13% of 310,000 active | B-score at 10 µM | Short transient receptor potential channel 6 (Mus musculus), Q61143;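 active = B-score of the integrated fluorescence ratio above library mean plus 3 SD, and starting fluorescence ratio within library mean plus 5 SD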;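 note: higher score means more depolarization so channel activation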
# An asterisk follows results filed as active; i = inactive; ? = inconclusive; / = no result given.
# Every second line gives: TRPC6 inhibitor	TRPC4 block	MrgX1 PAM	ANO1 activ	TRPC6 activator	MrgX1 antag	TRPC4 potent	TRPC4 act	SKKanGAS inh	MrgX1 ag	TMEM16A inh
Cn1nnnc1SCC(=O)Nc1ccccc1Cc1ccccc1
    i	i	i	i	i	i	i	i	-3	i	i
O=C(O)c1ccc(NC2OC[C@@H](O)[C@H](O)[C@H]2O)cc1 (stereo not given in full)
    i	i	i	i	i	i	i	i	0	i	i
Cc1cc(OC(C)C)c2c(-c3ccccc3)cc(=O)oc2c1
    i	i	i	i	i	i	i	i	-8	i	i
COc1cccc2c(=O)n(CC(=O)N3CCCCC3)ccc12
    i	i	i	i	i	i	i	i	0	i	i
CC(C)CCC(C)N=Cc1c(O)n(Cc2ccccc2)c(=O)c2ccccc12 (stereo not given)
    i	i	i	i	i	i	i	i	12	i	i
COc1ccc(CN(C(=O)COc2ccc(C)c(C)c2)C2CCS(=O)(=O)C2)cc1OC (stereo not given)
    i	i	i	i	i	i	i	i	-6	i	i
CCOC(=O)c1c(/N=C/c2cccc([N+](=O)[O-])c2O)sc2c1CCC2
    i	i	i	i	i	i	i	i	-9	i	i
CCCCNC(=S)N1CCN(c2nc3ccccc3s2)CC1
    i	i	i	i	i	i	i	i	5	i	i
O=C(NCCc1ccccc1)c1ccncc1
    i	i	/	/	i	/	i	i	-2	/	/
COCCNC(=O)C(c1cccnc1)N(Cc1ccc(C)cc1)C(=O)Cn1nnc2ccccc21 (stereo not given)
    i	i	i	i	i	i	i	i	-8	i	i
Cc1cccc(Nc2nccc(N(C)C)c2C#N)c1
    i	i	i	i	i	i	i	i	28	i	i
CC1(C)CC(CC(=O)Nc2nccs2)(c2ccccc2)CCO1 (stereo not given)
    i	i	i	i	i	i	i	i	-4	i	i
COc1ccc(C(=O)Cc2cc(OC)c(OC)cc2[N+](=O)[O-])cc1
    i	i	i	i	i	i	i	i	-6	i	i
COc1ccc(Cl)cc1NC(=O)CN(C)C(=O)c1cc2ccccc2cc1O
    i	i	i	i	i	i	i	i	17	i	i
C=CCOC(=O)COc1ccc2c(C)c(C)c(=O)oc2c1C
    i	i	i	i	i	i	i	i	2	i	i
CCCCNC(=O)CSc1nc2ccccc2c(=O)n1C1CCCC1
    i	i	i	i	i	i	i	i	3	i	i
Cc1c(-c2ccc(F)cc2)nc(N)c(C#N)c1-c1cccs1
    i	i	i	i	i	i	i	i	14	i	i
COc1ccc(N2CCN(C3CCCN(C(=O)c4ccoc4)C3)CC2)cc1 (stereo not given)
    i	i	i	i	i	i	i	i	-14	i	i
Cc1nccn1CCOc1ccc(Cl)cc1
    i	i	i	i	i	i	i	i	-2	i	i
O=c1c2ccccc2sc2nc(C3CCCCC3)n(Cc3ccco3)c(=O)c12
    i	i	/	i	i	/	i	i	18	/	/
O=C(NN1C(=O)C2C3C=CC(C3)C2C1=O)C(O)c1ccccc1 (stereo not given)
    i	i	i	i	i	i	i	i	-4	i	i
Cc1ccsc1C(=O)N1CCCC(CCC(=O)N2CCN(c3ccccn3)CC2)C1 (stereo not given)
    i	i	i	i	i	i	i	i	4	i	i
CCCCCN(C(=O)NC(=O)Nc1ccc(C)cc1)S(=O)(=O)c1ccccc1
    i	i	i	i	i	i	i	i	10	i	i
Cc1ccc(C)c(S(=O)(=O)NCc2ccc(C(=O)NCc3ccccn3)cc2)c1
    i	i	i	i	i	i	i	i	-9	i	i
Cc1cc2nc(-c3ccc(=O)[nH]c3)n(C)c2cc1C
    i	i	i	i	i	i	i	i	-1	i	i
COP(=O)(OC)c1nc(-c2ccccc2)oc1NCc1ccccc1
    i	i	i	i	i	i	i	i	-4	i	i
CN(C)c1cccc(C(=O)OCC(=O)NCC2CCCO2)c1 (stereo not given)
    i	i	i	i	i	i	i	i	-2	i	i
CCc1cc2c(SCC(=O)N(CC)c3c(N)n(Cc4ccccc4)c(=O)[nH]c3=O)ncnc2s1
    i	i	i	i	i	i	i	i	-17	i	i
COc1ccc(CCNC(=O)Cn2cc(C(F)(F)F)cc(Cl)c2=O)cc1OC
    i	i	i	i	i	i	i	i	9	i	i
CN1CCC(=NNC(=O)C(=O)NC2CCCC2)CC1
    i	i	i	i	i	i	i	i	-1	i	i
CCOC(=O)N1CCN(C(=O)c2ccc3nc(C)sc3c2)CC1
    i	i	i	i	i	i	i	i	2	i	i
COc1ccc(OC)c(S(=O)(=O)N2CCN(c3ncccn3)CC2)c1
    i	i	i	i	i	i	i	i	-1	i	i
CC(=O)Nc1cnc2ccccc2n1
    /	/	i	i	/	i	/	/	/	i	i
COc1cc(/C=N/NC(=S)NC2CC3C=CC2C3)cc(OC)c1OC (stereo not given)
    i	i	i	i	i	i	i	i	-16	i	i
CCNC(=O)CSc1nnc(-c2cccc(S(=O)(=O)N(CC)CC)c2)n1CCc1ccccc1
    i	i	i	i	i	i	i	i	-11	i	i
COc1ccccc1NC(=O)c1ccc(NC(=O)CN2CCCC2)cc1
    i	i	i	i	i	i	i	i	-1	i	i
Cc1ccsc1/C=N/Nc1ccc(Cl)nn1
    i	i	i	i	i	i	i	i	-11	i	i
O=C(/C=C/c1c(Cl)nc2ccccn12)N1CCN(c2ccccc2F)CC1
    i	i	i	i	i	i	i	i	32	i	i
CCC(C)NC(=O)CCCc1ccccc1 (stereo not given)
    i	i	i	i	i	i	i	i	-8	i	i
O=C(Nc1nccs1)c1ccc(COc2ccccc2)o1
    i	i	i	i	i	i	i	i	-1	i	i
COc1cccc(C(c2sc3ncnn3c2O)N2CC(C)OC(C)C2)c1 (stereo not given)
    i	i	i	i	i	i	i	i	3	i	i
O=C(CC(=O)NC1CCCCC1)N/N=C/c1ccccc1F
    i	i	i	/	i	i	i	i	8	i	i
COc1ccc(CCNc2ccc(S(=O)(=O)N3CCN(C)CC3)cc2[N+](=O)[O-])cc1
    i	i	i	i	i	i	i	i	-11	i	i
COCCn1cc(C(=O)NCc2ccco2)c2c3ccccc3n(C)c2c1=O
    i	i	i	i	i	i	i	i	-9	i	i
Cc1nc2c(-c3ccccc3)cnn2c(N)c1-c1ccccc1
    i	i	i	i	i	i	i	i	4	i	i
COc1cc(CCC(=O)OCC(=O)Nc2c(Cl)cccc2Cl)cc(OC)c1OC
    i	i	i	i	i	i	i	i	-18	i	i
Cc1ccc2oc(/N=C(\N)NC(=O)C3CC3)nc2c1
    i	i	i	i	i	i	i	i	-5	i	i
Cc1cc(C)cc(C(=O)OCC(=O)NCCNC(=O)COC(=O)c2cc(C)cc(C)c2)c1
    i	i	i	i	i	i	i	i	3	i	i
Cc1ccc(CC(=O)O/N=C(\N)Cc2ccc([N+](=O)[O-])cc2)cc1
    i	i	i	i	i	i	i	i	-2	i	i
O=C(Cn1ccc2ccccc2c1=O)N1CCN(Cc2ccc3c(c2)OCO3)CC1
    i	i	i	i	i	i	i	i	-8	i	i

# The listing continues.
# Every second line gives: TRPC6 inhibitor	TRPC4 block	MrgX1 PAM	ANO1 activ	TRPC6 activator	MrgX1 antag	TRPC4 potent	TRPC4 act	SKKanGAS inh	MrgX1 ag	TMEM16A inh
CC(Sc1cccc[n+]1[O-])C(=O)Nc1ccc([N+](=O)[O-])cc1Cl (stereo not given)
    i	i	i	i	i	i	i	i	2	i	i
Nc1ccc(Oc2ncccn2)cc1
    i	i	i	i	i	i	i	i	9	i	i
O=C(O)c1ccccc1C(=O)N1N=C(c2ccccc2)CC1c1ccccc1O (stereo not given)
    i	i	i	i	i	i	i	i	16	i	i
Cc1cc(C)c(COc2ccc(/C=N/n3c(C)n[nH]c3=S)cc2)c(C)c1
    i	i	i	i	i	i	i	i	?	i	i
CCOC(=O)C1CCN(CCCSc2ccc(Cl)cc2)CC1
    i	i	i	i	i	i	i	i	-1	i	i
COc1ccc(/C=N/NC(=O)c2cccnc2)cc1COc1ccc([N+](=O)[O-])cc1
    i	i	i	i	i	i	i	i	10	i	i
CCC(C)(C)C1CCc2[nH]nc(C(=O)NCCNC(=O)OC(C)(C)C)c2C1 (stereo not given)
    /	/	i	i	/	i	/	/	/	i	i
Cc1occc1C(=O)Nc1nnc(-c2ccncc2)s1
    i	i	7.4*	i	i	i	i	i	3	i	i
CCn1c(O)c(/C=C2\C=Nc3ccccc32)sc1=O
    i	i	i	i	i	i	i	i	-6	i	i
N#Cc1ccccc1-c1ccccc1C(=O)N1CCCCC1
    i	i	i	i	i	i	i	i	1	i	i
CCC(=O)NCCCCNC(=O)CC
    i	i	i	i	i	i	i	i	1	i	i
O=C(COC(=O)CNS(=O)(=O)c1ccc(F)c(F)c1F)NC1CC1
    i	i	i	i	i	i	i	i	2	i	i
CCOc1nnnc2c1sc1nc(N3CCOCC3)c3c(c12)CCCC3
    i	i	i	i	i	i	i	i	20	i	i
COC(=O)N/N=C(C)/C=C/c1ccccc1
    i	i	i	i	i	i	i	i	-4	i	i
CCCn1nc(C(=O)N2CCCc3ccccc32)c2ccccc2c1=O
    i	i	i	i	i	i	i	i	2	i	i
O=C(Nc1ccc(-c2nc3ccccc3[nH]2)cc1)c1c(F)c(F)c(F)c(F)c1F
    i	i	i	i	i	i	i	i	-6	i	i
O=c1[nH]ncc2c3ccccc3n(Cc3ccccc3)c12
    i	i	i	i	i	i	i	i	-4	i	i

# Screening data as filed in PubChem BioAssay.

# Compounds as they come; about 6.7% have a hit in one of these screens.
